M4 antag – CHRM4 antagonism in calcium assay; P08173; CHO-hM4 cells, ACh EC80, Fluo-8 calcium fluorescence; 0.73% of 360,000 active; inhibition, % at 3 µM;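 active means inhibition above its plate's cutoff, the mean inhibition of sample wells plus 3 SD, cut at about 27% in these data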;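 further: 0% = acetylcholine EC80 with DMSO and 100% = DMSO without agonist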
Target sequence (P08173 whole entry, looked up): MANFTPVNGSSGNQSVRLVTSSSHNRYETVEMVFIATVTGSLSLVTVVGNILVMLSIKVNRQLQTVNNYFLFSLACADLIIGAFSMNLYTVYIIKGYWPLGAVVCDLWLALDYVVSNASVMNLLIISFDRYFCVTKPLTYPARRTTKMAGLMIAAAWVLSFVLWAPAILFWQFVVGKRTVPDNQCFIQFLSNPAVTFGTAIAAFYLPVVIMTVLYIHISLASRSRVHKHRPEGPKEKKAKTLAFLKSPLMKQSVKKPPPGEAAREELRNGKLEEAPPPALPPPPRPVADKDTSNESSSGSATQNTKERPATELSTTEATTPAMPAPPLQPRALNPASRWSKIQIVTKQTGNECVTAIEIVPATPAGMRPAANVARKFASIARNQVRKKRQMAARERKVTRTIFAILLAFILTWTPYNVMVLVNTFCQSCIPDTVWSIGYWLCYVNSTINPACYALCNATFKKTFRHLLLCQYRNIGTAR
M1 ag – human M1 muscarinic receptor agonism. P11229. CHO-K1 hM1, Fluo-8 calcium fluorescence, agonist mode; 0% DMSO, 100% acetylcholine EC100. activation, % at 3 µM. 0.33% of 360,000 active. AID 588814;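 active means activation above the run's mean compound activation plus 3 SD, cut at about 16% in these data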;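 further: peak over basal fluorescence ratio within a 140 s kinetic read after compound addition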
M1 PAM – positive allosteric modulators of human M1 muscarinic receptor | P11229 | CHO-K1 hM1, Fluo-8 calcium fluorescence, ACh EC20; 0% = ACh EC20, 100% = maximal ACh | activation, % at 3 µM | 0.088% of 360,000 active | AID 588819; in the data active means activation above about 19%, passing the limit was not always enough
CHRM4 agonist – CHRM4 agonism in calcium assay; 0.14% of 360,000 active; CHO-K1 hM4/Gqi5, Fluo-8 calcium fluorescence; vehicle 0%, full acetylcholine response 100%; P08173; AID 624127; activation, % at 3 µM;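 active means activation above the run mean over all test wells plus 3 SD, cut at about 32% in these data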;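 further: peak over basal fluorescence ratio per well then scaled between controls; 0% = DMSO wells and 100% = acetylcholine at EC100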
M1 antag – blocks human M1 muscarinic receptor | inhibition, % at 3 µM | 1.3% of 360,000 active | P11229 | CHO-K1 hM1, Fluo-8 calcium fluorescence, ACh EC80 antagonist;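 active means percent inhibition above its own plate's cutoff, namely the mean of that plate's compound wells plus 3 SD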;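 further: peak over basal fluorescence ratio during 140 s after agonist addition; 0% = ACh EC80 plus DMSO and 100% = DMSO alone without agonist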
CHO-K1 Ca antag – nonselective inhibitor or artifact in parental CHO-K1 cells; AID 602250; ATP-induced calcium, Fluo-8 fluorescence; inhibition, % at 3 µM; 0.6% of 360,000 active;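 active means inhibition above a per-plate cutoff, the plate's mean sample inhibition plus 3 SD, cut at about 24% in these data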;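 further: 0% = DMSO plus EC80 ATP and 100% = DMSO alone without ATP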
CHO parental Ca – counter-screen: ATP calcium response change in parental CHO cells. inhibition, % at 5.6 µM. 0.63% of 330,000 active. parental CHO-K1, ATP-induced calcium, Fluo-8 fluorescence;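 active means inhibition above that plate's mean sample inhibition plus 3 SD, cut at about 26% in these data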;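 further: 0% = ATP-challenged DMSO wells and 100% = DMSO wells without ATP; some compounds past the cut are filed as inactive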
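Test system: untransfected parental CHO cell line; also added: ATP stimulus; dosing: 5.6 µM, single dose; signal: calcium-sensitive Fluo-8 fluorescence; measure: percent inhibition of ATP-evoked calcium rise, normalized to controls; benchmarks: low control ATP plus DMSO, high control DMSO only; replication: one well per compound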
OXTR potentiate – potentiates the human oxytocin receptor response | P30559 | CHO-OTR cells, Fluo-8 calcium fluorescence, potentiator mode; 0% = oxytocin EC15, 100% = EC100 | activation, % at 3 µM | 0.061% of 320,000 active | AID 2445;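 active means activation above that plate's cutoff, the mean activation of tested compounds plus 3 SD, cut at about 6.6% in these data, passing the limit was not always enough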;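 further: 100% uses oxytocin at 75 nM as the full agonist control; some results filed as inactive read as strong as hits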
Target sequence (P30559 whole entry, looked up): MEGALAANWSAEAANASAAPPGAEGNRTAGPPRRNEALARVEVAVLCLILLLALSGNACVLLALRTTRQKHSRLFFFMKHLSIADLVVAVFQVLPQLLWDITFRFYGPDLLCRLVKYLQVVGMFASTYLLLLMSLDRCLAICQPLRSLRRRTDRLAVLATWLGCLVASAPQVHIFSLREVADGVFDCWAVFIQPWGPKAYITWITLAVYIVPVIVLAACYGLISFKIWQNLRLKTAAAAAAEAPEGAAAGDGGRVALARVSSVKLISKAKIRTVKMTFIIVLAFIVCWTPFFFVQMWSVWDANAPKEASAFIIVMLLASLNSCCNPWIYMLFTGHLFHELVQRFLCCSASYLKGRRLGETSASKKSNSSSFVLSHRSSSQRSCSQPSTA
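Assay system: CHO-OTR cells, human receptor / Also added: oxytocin at about EC15, sub-maximal agonist stimulus / Dosing: single dose, 3.0 µM nominal final compound concentration / Incubation: 6 min pre-incubation, 100 s read / Technique: Fluo-8 calcium dye fluorescence / Read-out: % activation vs EC15 and EC100 oxytocin / Benchmarks: EC15 oxytocin low, 75 nM oxytocin high / Replicates: singlicate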
CHO-K1 Ca ag – nonselective activator or artifact in parental CHO-K1 cells; AID 602248; Fluo-8 calcium fluorescence; scaled to maximal ATP response, vehicle zero; activation, % at 3 µM; 0.48% of 360,000 active; in the data active means activation above about 15%;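 further: untransfected CHO-K1 host cells lacking M1 receptor as counterscreen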
* = called active by the depositor; nt = no result given. No enrichment for hits, and some 2.9% of all compounds hit somewhere here.

SMILES	M4 antag	M1 ag	M1 PAM	CHRM4 agonist	M1 antag	CHO-K1 Ca antag	CHO parental Ca	OXTR potentiate	CHO-K1 Ca ag
CN(C(=O)C1CCC(=O)N(CCc2ccc(Cl)cc2)C1)C1CCOCC1 (stereo not drawn)	-1	-3	6	0	-1	-6	-4	-3	1.0
CSc1ccc(Cl)c(C(=O)OCC(=O)N2CCOCC2)c1	-12	-4	-2	1	-1	-11	-13	-4	0.2
CCOc1ccccc1-n1nnnc1SCC(=O)OC	6	-2	2	1	7	8	3	-10	-0.4
O=C(c1ccoc1)N1CCC2(CC1)Oc1ccc(F)cc1C(=O)C21CC(c2cccnc2)=NO1 (stereo not drawn)	-2	-5	5	4	-5	-1	-14	-10	1.9
C=CCSc1nnc(-c2nnc(SCC=C)n2CC)n1CC	-2	-2	9	1	-19	-9	1	-11	0.7
CCc1cc2c(=O)c(-c3cnn(-c4ccccc4)c3)c(C(F)(F)F)oc2c(CN(C)C)c1O	3	-4	-1	1	7	-5	-15	-6	11
CCOC(=O)CSc1nnc(NC(=O)c2cccc([N+](=O)[O-])c2)s1	-4	1	1	4	-2	-12	5	-9	4.5
O=C(CN1C(=O)C2CC=C(Cl)CC2C1=O)Nc1ccc(C(=O)O)cc1 (stereo not drawn)	14	-4	3	1	3	20	2	4	0.3
CCc1ccccc1NC(=O)CCN1C(=O)C2C3CCC(C3)C2C1=O (stereo not drawn)	3	-1	0	2	3	-3	0	-9	0.1
CCCCCCCCC(=O)c1c(OC)oc(C=O)cc1=O	-7	2	2	2	5	5	nt	nt	2.2
N#C/C(=C/c1cccn1-c1cccc(C(=O)O)c1)c1ccc(F)cc1	-2	-8	0	-2	-3	-18	nt	nt	0.0
CC(=O)/C(=C\Nc1ccc(OCc2ccccc2)cc1)c1ccccc1	10	-4	-17	-1	17	-3	-14	-12	0.4
CO/N=C(/CS(=O)Cc1ccc(Cl)cc1)c1ccc(Cl)cc1 (stereo not drawn)	-6	-8	-1	2	-5	-15	-15	0	-0.7
CN(C)c1ccnc(N(Cc2ccccc2)Cc2ccccc2)c1C#N	6	-7	-1	2	0	-6	-7	-2	3.5
O=C(NCCCN1CCC(Cc2ccccc2)CC1)C1CCC(=O)N1C1CCCC1 (stereo not drawn)	3	-12	-10	0	13	2	-13	-3	-0.1
Cn1nnnc1NCc1ccc(Cl)cc1	0	-3	8	1	-3	1	0	-3	0.3
COC(=O)/C(C#N)=C/N(C)C	-4	0	13	1	-4	1	-5	-16	0.1
COc1ccccc1OCCSc1nc2ccccc2c(=O)[nH]1	3	0	-9	4	16	7	-13	-8	1.0
CCOC(=O)N1CCN(C(=O)c2ccc3c(c2)NC(=O)C(N2CCOCC2)S3)CC1 (stereo not drawn)	-16	-6	-8	2	18	-9	6	-11	-0.4
COC(=O)C1C(=O)C(C(=O)c2ccc([N+](=O)[O-])cc2)C(=O)CC1(C)C (stereo not drawn)	2	-1	-4	0	5	8	-2	0	-0.3
O=C(O)CC1COc2ccccc2N1S(=O)(=O)c1ccc(Br)cc1 (stereo not drawn)	3	-2	5	1	-2	-9	-5	-10	0.1
CCOC(=O)NC(NC(=S)Nc1ccccc1OC)C(Cl)(Cl)Cl (stereo not drawn)	-8	-2	3	3	-5	-9	-6	-4	0.3
CN(C)C(CNC(=O)/C=C/c1cccc(Cl)c1)c1ccccc1 (stereo not drawn)	-7	-7	-4	3	-1	-15	-25	-17	1.6
CCOc1ccc(OCC)c(NC(=O)C2CCN(S(=O)(=O)c3cccnc3)CC2)c1	-2	-8	5	2	-8	-29	-15	-6	0.2
CCOc1ccc(NC(=O)CN(C)C(=O)c2ccncc2)cc1OCC	9	-3	2	2	-2	-8	nt	nt	0.7
Cc1ccc(F)c(S(=O)(=O)NC(=O)C2(C)CCN2C(=O)CCC2CCCC2)c1 (stereo not drawn)	-2	-3	-1	0	-1	3	nt	nt	0.1
O=C(CSC1=Nc2ccccc2C2=NC(CC(=O)N3CCN(c4ccccc4)CC3)C(=O)N12)NCC1CCCO1 (stereo not drawn)	-5	-6	-7	1	7	7	-11	-5	0.0
CCN(CC)CCNC1=CC(=O)OC12CCCCC2	11	-6	-7	1	13	-9	-5	-9	-0.1
O=C1NC(Cc2ccccc2)C(=O)N1CC(=O)N1CCCc2ccccc21 (stereo not drawn)	0	-6	7	2	-2	3	-1	-1	8.6
Cc1ccc(Cn2c(C(C)Nc3nc(-c4ccc(Cl)cc4)cs3)nc3cc(C(=O)NCCCO)ccc32)cc1 (stereo not drawn)	2	-9	3	0	6	-6	-10	-12	-0.5
CC(=O)N1c2ccc(S(=O)(=O)NCc3ccccc3Cl)cc2CC1C (stereo not drawn)	7	2	2	10	-7	-6	-3	-12	9.1
NS(=O)(=O)c1cccc(NC(=O)CSc2nc3ccccc3n2-c2ccccc2)c1	-4	-3	-3	-2	16	-7	-17	-22	4.8
CCCOc1ccccc1C(=O)N(Cc1cccs1)C1CCS(=O)(=O)C1 (stereo not drawn)	9	-3	4	1	-22	-9	-18	-3	0.4
Cc1ccc(CN(Cc2ccco2)C(=S)Nc2ccccc2C)cc1	-13	-1	10	0	14	-16	-19	-10	-0.2
CCCCn1c(N)c(N(CC(C)C)C(=O)C2CC(=O)N(c3ccc(C)cc3)C2)c(=O)[nH]c1=O (stereo not drawn)	-5	-4	9	1	-6	3	-10	4	0.5
CC1(NC(=O)CCS(=O)(=O)c2ccc(Cl)cc2)CCS(=O)(=O)C1 (stereo not drawn)	-9	-2	4	0	0	-2	-12	-1	0.1
N#Cc1ccc(Oc2nc(Nc3ccc(F)cc3)nc(N3CCCC3)n2)cc1	3	-4	-3	0	1	2	-13	4	0.5
Cc1cc(C)c(NC(=O)CSc2nnc(-c3ccncc3)n2Cc2ccco2)c(C)c1	14	-7	7	0	-2	-10	-7	-3	0.5
O=c1cc(Cl)c(-c2ccccc2)n[nH]1	-4	-2	-3	0	-15	-9	-3	-1	0.5
Cc1ccc(NC(=O)COC(=O)CCC(=O)c2cccs2)c(C)c1	-5	-1	1	1	17	-15	4	-3	0.2
CCOC(=O)c1ccc(NC(=O)CSc2nc(NC(=O)c3ccccc3)c3c(C)c(C)oc3n2)cc1	-2	-2	8	0	0	4	-9	-5	-0.1
Cc1cc2[nH]c(=O)c(=O)[nH]c2cc1S(=O)(=O)NCC(C)c1ccccc1 (stereo not drawn)	-2	-2	9	0	-14	-4	nt	nt	0.2
CCC12C(=Nc3c(Cl)cccc31)C[C@@H]1CCN3C(=O)CCC[C@H]2[C@H]13 (stereo partly drawn)	1	-3	8	2	-8	-12	nt	nt	-0.1
CC1CCCCN1S(=O)(=O)c1ccc(C(=O)Nc2sccc2C(N)=O)cc1 (stereo not drawn)	-4	-1	-7	15	4	4	-5	-9	3.0
CCCOc1ccccc1C(=O)N(Cc1ccc(C)o1)C1CCS(=O)(=O)C1 (stereo not drawn)	5	-1	-2	2	-1	-2	2	1	1.1
O=C(CN1CCSC1=NCc1ccccc1)c1ccc(Cl)c(Cl)c1	-3	-14	2	1	-8	-10	-22	-6	0.8
O=C(CCc1ccc(S(=O)(=O)N2CCOCC2)cc1)N/N=C/c1cccc(O)c1	-5	-9	8	1	-12	-7	-1	-5	-0.1
Cc1ccn2cc(-c3cccc(S(=O)(=O)N4CCCC4)c3)nc2c1	-4	-13	2	1	-13	-10	-15	-3	0.0
O=C(CC1C(=O)NCCN1CC1CCCCC1)NCCc1ccc(F)cc1 (stereo not drawn)	-9	-7	6	1	1	-7	-18	-12	0.2
CCc1ccc(OCC(=O)N(C)C2CCS(=O)(=O)C2)cc1 (stereo not drawn)	-8	-3	7	1	-23	-6	-12	4	0.4
CC(C)c1ccc(NC(=O)CCc2ccccc2)cc1	11	-6	-8	1	6	1	-1	-5	0.3
CC1CCCCC1NC(=O)c1cccc(S(=O)(=O)N2CCN(C)CC2)c1 (stereo not drawn)	-11	-2	0	1	2	4	-8	4	-0.2
O=C1CC(c2ccc(F)c(Br)c2)C2=C(CCCC2=O)N1 (stereo not drawn)	7	-3	5	1	-4	-10	-16	-10	1.2
CCC(C)C(NC(=O)C(Cc1ccc(O)cc1)NC(=O)OCc1ccccc1)C(=O)OC (stereo not drawn)	3	-2	2	2	9	8	nt	nt	0.0
N=C1S/C(=C\c2ccccc2F)C(=O)N1c1ccc(F)cc1	-6	-4	8	1	-6	-8	-8	-2	0.3
C=CCn1cc(/C=N\NC(=O)c2cc3c(ccc4ccccc43)o2)c2ccccc21	1	-3	10	1	-2	0	-8	-9	0.2
COc1ccc(NC(=O)CCOc2ccccc2)c(OC)c1	17	-2	9	1	0	-4	-32	-7	0.4
O=C(CCCN1C(=O)c2ccccc2C1=O)N1CCC(c2ccccc2)C1 (stereo not drawn)	3	-6	-1	2	-2	0	-15	0	1.6
CC(=O)[C@@H]1[C@@H](C(=O)c2ccc(C)cc2)[C@]2(C(=O)Nc3ccccc32)[C@H]2C=Cc3cc(F)ccc3N12	-5	1	16	1	-12	-9	-9	1	0.0
COc1cc(OC)cc(C(=O)NNC(=O)C2CSC3(C)CCC(=O)N23)c1 (stereo not drawn)	-4	-2	-5	1	13	-2	-9	4	0.1

Further entries follow:
SMILES	M4 antag	M1 ag	M1 PAM	CHRM4 agonist	M1 antag	CHO-K1 Ca antag	CHO parental Ca	OXTR potentiate	CHO-K1 Ca ag
CCCCn1c(-c2ccncc2)nc2c1c(=O)[nH]c(=O)n2CC(C)C	-11	-4	5	2	-5	-10	-11	-15	0.9
O=C(NCCCNC(=O)c1c(F)cccc1F)c1c(F)cccc1F	-9	-4	5	0	-5	-18	-1	-8	0.4
CCC(C)NC(=O)Cn1c(=O)sc2ccccc21 (stereo not drawn)	-8	-4	3	0	-7	-5	-8	-3	0.2
CC(C)(C)NC(=O)CSc1nc(-c2ccc(F)cc2)cs1	-3	-2	7	1	-8	-12	-14	-4	-0.6
Cc1cc(S(=O)(=O)N2CCN(c3ccccn3)CC2)ccc1F	8	-10	-23	2	27	-10	nt	nt	0.9
Cc1ccc(NC(=O)c2ccncc2)cc1S(=O)(=O)N(C)C	-8	-5	13	1	-8	-16	2	-6	1.1

Part of the list above in order of SMILES length, smallest number first:
SMILES	M4 antag	M1 ag	M1 PAM	CHRM4 agonist	M1 antag	CHO-K1 Ca antag	CHO parental Ca	OXTR potentiate	CHO-K1 Ca ag
CCC(C)NC(=O)Cn1c(=O)sc2ccccc21 (stereo not drawn)	-8	-4	3	0	-7	-5	-8	-3	0.2
CC(C)(C)NC(=O)CSc1nc(-c2ccc(F)cc2)cs1	-3	-2	7	1	-8	-12	-14	-4	-0.6
Cc1ccc(NC(=O)c2ccncc2)cc1S(=O)(=O)N(C)C	-8	-5	13	1	-8	-16	2	-6	1.1
CCCCn1c(-c2ccncc2)nc2c1c(=O)[nH]c(=O)n2CC(C)C	-11	-4	5	2	-5	-10	-11	-15	0.9
COc1cc(OC)cc(C(=O)NNC(=O)C2CSC3(C)CCC(=O)N23)c1 (stereo not drawn)	-4	-2	-5	1	13	-2	-9	4	0.1

Screening data as filed in PubChem BioAssay.
